pPAFAH FP inh: pPAFAH enzyme inhibitors, primary screen, biochemical, fluorescence polarization, human; Platelet-activating factor acetylhydrolase (Homo sapiens), Q13093; recombinant pPAFAH, FP-rhodamine probe fluorescence polarization; inhibition, % at 3.39 µM; 1.5% of 330,000 active; AID 463082, 2010;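 active means inhibition above the mean inhibition across the screen plus 3 SD, cut at about 25% in these data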;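 further: inhibitors block binding of the rhodamine activity-based probe so polarization drops; 0% = enzyme with DMSO and 100% = wells lacking pPAFAH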
PAFAH1B2 FP inh: PAFAH1B2 enzyme inhibitors, primary screen, biochemical, fluorescence polarization, human. Platelet-activating factor acetylhydrolase IB subunit alpha2 (Homo sapiens), P68402. recombinant PAFAH1B2, FP-rhodamine activity probe. inhibition, % at 3.39 µM. 1.2% of 340,000 active. AID 492953, 2010;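 active means inhibition above the mean of all tested compounds plus 3 SD, cut at about 24% in these data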;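 further: 0% = enzyme with DMSO and 100% = wells lacking PAFAH1B2; many of its hits are not listed in these tables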
GSTO1 counter: inhibitors of recombinant GSTO1, primary screen, counter-screen for RBBP9 inhibitor project, biochemical, fluorescence polarization; AID 1974, 2009; activity-based probe fluorescence polarization; 1.1% of 300,000 active; Glutathione S-transferase omega-1 (Homo sapiens), P78417; inhibition, % at 5.96 µM;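 active means inhibition above the campaign mean inhibition plus 3 SD, cut at about 35% in these data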;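 further: 0% = GSTO1-1 with DMSO and 100% = wells lacking GSTO1-1 enzyme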
PME-1 primary: PME-1 inhibitors via competitive probe labeling, primary screen, biochemical, fluorescence polarization, FP-Rh probe, HTS; Protein phosphatase methylesterase 1 (Homo sapiens), Q9Y570; inhibition, % at 5.9 µM; 0.53% of 320,000 active; recombinant PME-1;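 active means inhibition above the campaign mean of all compounds plus 3 SD, cut at about 26% in these data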;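 further: competitive labeling of PME-1 active site by serine hydrolase directed probe; 0% = PME-1 with DMSO and 100% = wells lacking PME-1 enzyme; inhibitors block probe labeling so polarization falls and inhibition rises; many of its hits are not listed in these tables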
PAD4 inh: human PAD4 inhibitors, primary screen, biochemical, fluorescence polarization, 1536-well format; inhibition, % at 6.36 µM; 0.41% of 330,000 active; Protein-arginine deiminase type-4 (Homo sapiens), Q9UM07; AID 485272, 2010; recombinant PAD4, RCA probe fluorescence polarization;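 active means percent inhibition above a cutoff equal to the mean of all tested compounds plus 3 SD, cut at about 15% in these data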;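 further: 0% = PAD4 with RCA probe and DMSO and 100% = probe without PAD4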
Target sequence (Q9UM07 whole entry, looked up): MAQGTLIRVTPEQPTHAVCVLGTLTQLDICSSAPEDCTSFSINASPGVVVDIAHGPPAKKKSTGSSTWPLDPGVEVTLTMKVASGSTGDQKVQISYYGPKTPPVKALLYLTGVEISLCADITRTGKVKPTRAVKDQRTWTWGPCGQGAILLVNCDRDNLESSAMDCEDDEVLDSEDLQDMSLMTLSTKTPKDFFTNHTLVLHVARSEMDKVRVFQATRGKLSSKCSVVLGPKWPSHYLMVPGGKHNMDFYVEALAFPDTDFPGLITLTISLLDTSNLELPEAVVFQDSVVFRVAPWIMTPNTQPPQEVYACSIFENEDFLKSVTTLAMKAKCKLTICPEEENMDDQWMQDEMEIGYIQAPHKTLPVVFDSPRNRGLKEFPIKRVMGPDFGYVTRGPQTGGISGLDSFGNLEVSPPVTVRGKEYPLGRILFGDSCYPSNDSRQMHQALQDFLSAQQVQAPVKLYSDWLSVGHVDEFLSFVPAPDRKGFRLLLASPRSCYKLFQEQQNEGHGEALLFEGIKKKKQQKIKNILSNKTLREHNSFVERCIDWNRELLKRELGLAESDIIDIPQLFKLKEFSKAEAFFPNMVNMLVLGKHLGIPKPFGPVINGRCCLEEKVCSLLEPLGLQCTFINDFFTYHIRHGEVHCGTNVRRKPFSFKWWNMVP
Fam108B inh: mouse Fam108B serine hydrolase inhibitors, primary screen, counter-screen for RBBP9 inhibitor project, biochemical, fluorescence polarization; recombinant Fam108B, FP-Rh probe fluorescence polarization; inhibition, % at 9.51 µM; 0.33% of 300,000 active; AID 1947, 2009;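 active means inhibition above the screen mean inhibition plus 3 SD, computed separately per campaign, cut at about 18% in these data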;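 further: inhibitors lower polarization as less probe binds the enzyme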
PAFAH1B3 FP inh: PAFAH1B3 enzyme inhibitors, primary screen, biochemical, fluorescence polarization, human | Platelet-activating factor acetylhydrolase IB subunit alpha1 (Homo sapiens), Q15102 | recombinant PAFAH1B3, FP-rhodamine probe | inhibition, % at 3.39 µM | 0.28% of 340,000 active | AID 492972, 2010;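 active means inhibition above the screen-wide average of all tested compounds plus 3 SD, cut at about 25% in these data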;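 further: 0% = enzyme with DMSO only and 100% = wells lacking PAFAH1B3 protein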
Target sequence (Q15102 whole entry, looked up): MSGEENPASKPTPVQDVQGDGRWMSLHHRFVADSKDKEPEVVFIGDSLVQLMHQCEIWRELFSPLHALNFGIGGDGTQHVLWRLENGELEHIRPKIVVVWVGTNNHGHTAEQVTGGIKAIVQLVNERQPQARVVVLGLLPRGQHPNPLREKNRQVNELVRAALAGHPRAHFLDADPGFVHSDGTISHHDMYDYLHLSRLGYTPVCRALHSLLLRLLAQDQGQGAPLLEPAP
LYPLA1 counter: LYPLA1 inhibitors, primary screen, counter-screen for PME1 inhibitor project, biochemical, fluorescence polarization, FP-Rh probe ABPP | Acyl-protein thioesterase 1 (Homo sapiens), O75608 | recombinant LYPLA1 | inhibition, % at 5.9 µM | 0.16% of 320,000 active;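 active means inhibition above the mean of all tested compounds plus 3 SD, set per campaign, cut at about 14% in these data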;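 further: inhibitors block serine hydrolase probe labeling of LYPLA1 so polarization falls; 0% = enzyme with DMSO and 100% = wells lacking LYPLA1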
Target sequence (O75608 whole entry, looked up): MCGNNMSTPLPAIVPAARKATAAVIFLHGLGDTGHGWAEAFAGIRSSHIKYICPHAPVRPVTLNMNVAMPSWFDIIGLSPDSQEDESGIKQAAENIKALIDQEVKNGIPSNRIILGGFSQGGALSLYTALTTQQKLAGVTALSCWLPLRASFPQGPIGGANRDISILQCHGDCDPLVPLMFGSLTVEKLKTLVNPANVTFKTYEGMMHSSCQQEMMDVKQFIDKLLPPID
PAFAH2 FP inh: PAFAH2 enzyme inhibitors, primary screen, biochemical, fluorescence polarization, human; Platelet-activating factor acetylhydrolase 2, cytoplasmic (Homo sapiens), Q99487; recombinant PAFAH2, FP-rhodamine activity probe; inhibition, % at 3.39 µM; 0.99% of 340,000 active; AID 492956, 2010;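 active means inhibition above the mean over all tested compounds plus 3 SD, cut at about 30% in these data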;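 further: inhibitors block probe labeling of enzyme so polarization drops; 0% = enzyme with DMSO and 100% = wells lacking PAFAH2 protein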
Active calls of the source: *; . = no result given. A portion of the library, so the mix of outcomes need not match the whole.

Fields: pPAFAH FP inh	PAFAH1B2 FP inh	GSTO1 counter	PME-1 primary	PAD4 inh	Fam108B inh	PAFAH1B3 FP inh	LYPLA1 counter	PAFAH2 FP inh
Cc1cccc(C)c1NC(=O)CN1CCN(CC(=O)c2cc(C)n(C3CC3)c2C)CC1
 : 0.2	7.7	.	3.4	0.2	.	-1.3	-1.5	-3.5
O=C(c1cccc(Br)c1)N1CCN(S(=O)(=O)N2CCCCC2)CC1
 : -0.7	3.2	-1.2	-0.8	-1.2	0.9	2.2	-3.0	-1.3
CC1CCCC(NC(=O)COC(=O)c2ccc([N+](=O)[O-])o2)C1C (stereo not drawn)
 : 3.5	0.1	.	.	-8.8	.	0.9	.	4.9
CC(=O)N1c2ccc(S(=O)(=O)N3CCCC(C(=O)NC4CCCC(C)C4C)C3)cc2CC1C (stereo not drawn)
 : 1.8	5.4	10.0	-2.8	-0.2	0.1	10.9	1.1	8.2
Cn1c(N)c(C(=O)COC(=O)c2ccc3c(c2)C(=O)N(c2ccc(Cl)cc2)C3=O)c(=O)n(C)c1=O
 : -1.7	4.0	-5.4	-3.2	3.0	-0.6	7.2	-2.0	0.7
O=C(/C=C/Nc1ccccc1)c1cnc(-c2ccccc2)s1
 : 6.0	3.3	5.2	-2.2	-4.2	-2.5	6.9	-2.8	-1.6
O=C(CSc1nnc(NC(=O)c2ccco2)s1)Nc1cccc(F)c1
 : 1.6	-0.2	-6.4	-4.9	-0.1	0.5	7.2	-3.1	-3.5
Cc1oc(-c2ccccc2F)nc1CN1CCC(C(=O)NC2CC2)CC1
 : 8.3	-5.5	-1.3	-9.1	-2.7	-1.0	-1.0	-1.5	-1.2
Cc1cccc(NC(=O)NC2CCCc3ccccc32)c1 (stereo not drawn)
 : -4.2	7.8	-1.9	-4.6	0.6	-4.5	4.0	-2.0	1.7
CCOC(=O)c1c(C)[nH]c(C(=O)COC(=O)c2ccncc2)c1C
 : -2.5	-5.7	1.6	-1.6	-0.3	-3.5	-1.6	-5.9	-8.2
CC(C)(C)C(=O)O/N=C(\N)c1ccc(Br)cc1
 : 4.1	3.5	-0.8	-2.0	4.3	-0.5	0.5	-0.9	-0.8
O=C(c1ccc(F)cc1)C1CCN(C(=O)Nc2ccccc2Cl)CC1
 : 0.8	6.3	14.5	2.4	2.8	-2.1	6.1	-0.7	6.4
CCCn1c(SCC(=O)NC2CCCCC2)nnc1-c1cccnc1
 : 5.0	5.4	-1.0	0.3	-1.9	-1.1	6.6	0.0	-3.7
O=C(N/N=C/c1ccc(N2CCOCC2)cc1)c1ccccc1NS(=O)(=O)c1cccs1
 : 8.1	8.7	-139.6	-24.0	-1.8	2.0	5.4	0.6	4.7
COc1ccc(OCc2nc(N)nc(Nc3ccccc3)n2)cc1
 : -0.6	5.1	0.4	-6.3	-0.2	2.5	1.8	-0.4	-0.3
COC(=O)[C@H](CC(C)C)NC(=O)CCc1nnc(COc2ccccc2)o1
 : -2.1	-0.6	-2.3	-5.5	-6.4	-1.1	15.7	-1.1	3.2
[N-]=[N+]=NC(c1ccccc1)c1nc2ccccc2[nH]c1=O (stereo not drawn)
 : -1.6	1.3	1.5	-5.3	-4.1	0.1	-1.5	-2.5	-2.4
CC(C)(C)CC(C)(C)NC(=S)Nc1ccc2nc(-c3ccccn3)c(-c3ccccn3)nc2c1
 : 0.8	0.5	1.5	-6.7	-4.0	-0.5	-9.2	-8.9	7.6
COc1ccc(NC(=S)NCc2cccs2)cc1
 : 2.2	6.0	1.1	-1.3	-1.4	-3.6	1.2	0.0	5.0
CC(C)CC(=O)Nc1ncnc2c1C(=O)CC(C)(C)C2
 : 2.1	6.9	1.6	-1.2	0.5	-0.1	10.8	-2.3	0.5
CC(C)(C)[C@@H]1COC(=O)[C@H](Cc2ccc(F)cc2)C/C=C\C[C@H](CC(=O)N(CCO)Cc2ccccc2)C(=O)N1
 : 3.3	29.9*	.	.	1.4	.	5.2	.	3.4
CC(C)CNS(=O)(=O)c1ccc(OCC(=O)NCc2ccco2)cc1
 : -1.6	-1.3	4.4	-7.2	-4.6	-0.1	7.5	-3.7	2.7
COc1ccc2nc(NC(=O)c3cc(S(=O)(=O)N4CCOCC4)ccc3C)sc2c1
 : 3.6	-3.6	3.4	2.5	1.1	-4.5	-4.7	-0.5	-1.6
CC(=O)Nc1ccc(C2CC(c3ccc(Cl)cc3)=NN2c2ccccc2)cc1 (stereo not drawn)
 : 4.4	4.4	4.8	7.5	-0.2	3.9	1.4	-2.2	2.6
O=C(Nc1ccccc1)c1ccccc1O
 : 7.8	1.2	3.5	4.6	-2.7	2.4	5.8	0.0	-0.4
Cc1ccc(C(=O)NCC(=O)NNC(=O)CN(C)S(=O)(=O)c2ccc(Cl)cc2)s1
 : 3.0	8.7	11.2	3.0	-0.9	5.1	-5.6	1.6	0.1
O=C(CSc1ccc(F)cc1)NCC1(N2CCOCC2)CCCCC1
 : 1.1	10.3	-0.6	0.4	0.4	5.7	8.5	-0.1	6.4
COc1cc2[nH]cc(C(=O)NCc3cccs3)c(=O)c2cc1OC
 : -4.4	4.0	-10.1	-3.5	2.5	6.7	-6.6	-1.0	10.8
NC(=O)/C(=C/c1cccnc1)NC(=O)c1ccccc1
 : -5.6	0.0	-12.8	-2.5	2.6	-2.8	-3.5	-3.6	4.7
CC1(C)CC2CC(C)(CN2C(=O)COC(=O)c2cncc(Br)c2)C1 (stereo not drawn)
 : -1.3	11.5	.	-4.2	-3.0	.	1.6	-2.0	-2.4
CC(=O)Nc1ccc(NC(=O)CSc2ncc(C(=O)Nc3ccccc3)c(=O)n2C)cc1
 : -2.7	4.1	-6.8	-5.9	-6.7	-8.0	0.9	0.1	6.0
CCc1ccc(NC(=O)Cn2ccn(-c3cccc(Cl)c3)c(=O)c2=O)cc1
 : 5.9	8.8	2.1	3.6	3.8	-0.9	3.9	1.3	1.5
CCCCOc1ccc(C(=O)Nc2ccc(N3CCN(C(=O)C(C)C)CC3)cc2)cc1
 : -2.0	-6.7	-2.2	-3.6	2.2	-1.0	-3.4	1.2	2.3
CC1CCCCN1C(=O)Cn1c(=O)oc2cc(S(=O)(=O)N3CCCCC3)ccc21 (stereo not drawn)
 : 0.4	2.1	-1.2	-5.2	-1.4	-5.8	2.2	1.4	0.3
COCC(=O)N1CCCN(c2nc3c(C)cccc3cc2C#N)CC1
 : 5.4	-0.5	-2.4	-1.1	-3.9	-1.3	7.5	3.2	-9.5
Cc1cc(C(F)(F)F)n2ncc(-c3ccc(F)cc3)c2n1
 : 2.4	3.9	-5.2	-1.2	0.9	1.3	-4.5	1.5	-6.0
CC(=O)c1csc(-c2cccc(-c3nc4ccc(Cl)cn4c3NC3CCCCC3)c2)c1
 : 5.9	-0.7	6.3	0.9	-5.0	8.2	-1.1	1.4	0.8
N=C(N)SCc1ccc(O)c([N+](=O)[O-])c1
 : -2.3	4.0	0.9	-1.5	4.2	3.2	4.4	1.8	0.1
CCN(C(=O)CN1CCN(c2ccc(O)cc2)CC1)c1c(N)n(Cc2ccccc2)c(=O)[nH]c1=O
 : 7.5	1.3	22.8	-3.8	1.7	2.8	4.8	-0.6	12.8
CCOCC(=O)Nc1ccc(-c2cn3cccnc3n2)cc1
 : 10.4	3.9	-0.2	4.0	-1.0	-0.8	-2.2	-0.4	2.1
Cc1ccc(N2C(=O)N(CC(=O)Nc3ccc(C)cc3C)C(=O)C2C)cc1 (stereo not drawn)
 : -2.5	0.5	3.4	-2.2	3.1	-2.0	13.5	0.8	1.5
CCOC(=O)c1c(C)[nH]c(C(=O)OCC(=O)Nc2cc(C)c(Cl)cc2OC)c1C
 : 2.2	-1.9	-4.2	-4.0	-5.0	-11.9	-12.0	-3.5	-4.0
CCN(CC)S(=O)(=O)c1ccc(C(=O)Nc2nnc(CSC)o2)cc1
 : 4.5	-0.7	5.2	4.5	3.9	0.4	4.7	-4.1	-2.9
N#Cc1nc(COc2ccc(Cl)cc2Cl)oc1N1CCOCC1
 : -10.5	12.8	2.2	-3.4	-9.6	-2.8	3.5	-4.6	-2.0
COc1cccc(NC(=O)CSC2=C(C#N)C(c3ccco3)C3=C(CCCC3=O)N2)c1 (stereo not drawn)
 : -1.6	-3.0	-1.8	2.2	3.9	-1.4	-0.5	0.5	1.8

Two entries picked at random from the list so far, as already listed:
Fields: pPAFAH FP inh	PAFAH1B2 FP inh	GSTO1 counter	PME-1 primary	PAD4 inh	Fam108B inh	PAFAH1B3 FP inh	LYPLA1 counter	PAFAH2 FP inh
Cc1ccc(N2C(=O)N(CC(=O)Nc3ccc(C)cc3C)C(=O)C2C)cc1 (stereo not drawn)
 : -2.5	0.5	3.4	-2.2	3.1	-2.0	13.5	0.8	1.5
CC1CCCCN1C(=O)Cn1c(=O)oc2cc(S(=O)(=O)N3CCCCC3)ccc21 (stereo not drawn)
 : 0.4	2.1	-1.2	-5.2	-1.4	-5.8	2.2	1.4	0.3

As entered above.
`CC(=O)c1csc(-c2cccc(-c3nc4ccc(Cl)cn4c3NC3CCCCC3)c2)c1` | PAFAH1B2 FP inh = -0.7
`N#Cc1nc(COc2ccc(Cl)cc2Cl)oc1N1CCOCC1` | PAFAH2 FP inh = -2.0
`CC(C)(C)C(=O)O/N=C(\N)c1ccc(Br)cc1` | PAFAH2 FP inh = -0.8

Continued.
Fields: pPAFAH FP inh	PAFAH1B2 FP inh	GSTO1 counter	PME-1 primary	PAD4 inh	Fam108B inh	PAFAH1B3 FP inh	LYPLA1 counter	PAFAH2 FP inh
O=S(=O)(c1ccc(-c2ccon2)s1)N1CCN(CCN2CCOCC2)CC1
 : -2.6	9.5	0.8	-3.9	3.4	-0.1	10.4	-3.9	4.6
COc1ccc(Cc2nnc(N/N=C/c3ccc(N(C)C)cc3)[nH]c2=O)cc1OC
 : 5.8	10.3	-6.3	-3.0	-2.9	-3.0	-1.5	0.1	10.0
COC(=O)C1=C(C(=O)OC)C(c2cc(Cl)ccc2O)c2sc(=O)[nH]c2S1 (stereo not drawn)
 : 9.3	7.2	23.9	-2.1	-2.2	0.8	8.0	0.8	23.5
CC1=C(C(=O)N2CCCC(N3CCN(c4cccc(Cl)c4)CC3)C2)OCCO1 (stereo not drawn)
 : 6.9	3.1	8.4	-1.3	-10.6	-0.7	2.8	0.1	-3.0
Cc1cc(N=Cc2c(O)n(-c3cccc(Cl)c3)c(=O)c3ccccc23)no1
 : 5.8	2.7	-8.8	-6.5	-2.6	-11.9	0.5	-6.7	-0.4
Cc1cc(C)c(C)c(OCC(=O)N2CCOCC2)c1
 : 4.2	3.7	-1.5	-4.4	1.3	-2.8	10.4	-0.4	1.0
Cc1ccc(S(=O)(=O)N2CCN(C(=O)c3ccc(S(=O)(=O)N4CCCC4)cc3)CC2)cc1
 : 0.5	3.4	5.2	0.3	2.6	3.1	3.2	-2.5	10.2

Assay outcomes as filed in PubChem BioAssay.
